Screening data from PubChem.
PvdQ acylase = P. aeruginosa PvdQ acylase inhibitors, primary screen, biochemical, fluorescence, plate reader and imaging, single point. hit rate 0.063% among 340,000. inhibition, % at 10 µM. purified PvdQ acylase. PvdQ acylase [Pseudomonas aeruginosa LESB58]; in the data active = inhibition above about 30%, passing the limit was not always enough;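 also: 0% = vehicle neutral wells and 100% = reference inhibitor wells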
SR-BI HDL uptake = inhibitors of SR-BI mediated HDL lipid uptake, primary screen, ldlA[mSR-BI] cells, fluorescence, single point; Scavenger receptor class B member 1 (Mus musculus), Q61009; hit rate 0.96% among 320,000; AID 488896, 2010; inhibition, % at 12.5 µM; ldlA[mSR-BI] CHO cells, DiI-HDL uptake fluorescence, 3 h;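 active = mean replicate inhibition of at least 70% and a set share of replicates each scoring 70 or more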;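 also: 0% = median of neutral control wells and 100% = median of positive control wells; values of inactives mirror those of a sister screen read the other way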
Target sequence (Q61009 whole entry, looked up): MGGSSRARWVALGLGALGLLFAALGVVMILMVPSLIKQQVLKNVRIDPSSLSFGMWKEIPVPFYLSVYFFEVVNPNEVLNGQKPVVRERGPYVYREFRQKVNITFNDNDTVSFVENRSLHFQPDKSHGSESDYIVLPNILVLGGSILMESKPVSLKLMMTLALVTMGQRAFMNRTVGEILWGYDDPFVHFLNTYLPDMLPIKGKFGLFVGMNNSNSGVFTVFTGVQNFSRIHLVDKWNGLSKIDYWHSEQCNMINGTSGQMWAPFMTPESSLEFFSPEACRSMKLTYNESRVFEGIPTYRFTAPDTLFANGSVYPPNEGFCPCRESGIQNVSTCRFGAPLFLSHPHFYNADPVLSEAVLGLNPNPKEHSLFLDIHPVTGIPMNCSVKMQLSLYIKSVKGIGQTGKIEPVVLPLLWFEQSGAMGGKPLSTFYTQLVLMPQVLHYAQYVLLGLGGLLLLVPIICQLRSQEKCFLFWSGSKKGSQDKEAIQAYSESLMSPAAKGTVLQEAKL
SR-BI DiI-HDL act = activators of SR-BI mediated DiI-HDL uptake, primary screen, ldlA[mSR-BI] CHO cells, DiI fluorescence; 3 h; 100 = double the neutral-control signal; activation, % at 12.5 µM; hit rate 0.096% among 320,000; AID 504775, 2011;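 active = mean replicate activation of at least 60% and every replicate at or above 60%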;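 also: 0% = median plate neutral-control signal and 100% = twice that signal; values of inactives mirror those of a sister screen read the other way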
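Material: SR-BI-overexpressing, LDLR-lacking CHO cells; schedule: compound exposure 3 h, 37 °C; reagent: DiI-labelled HDL at 10 µg/mL final; technique: bottom-read fluorescence, 550/595 nm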
DAGLB inhibitor = DAGLB lipase inhibitors, primary screen, biochemical, fluorescence, HTS; Diacylglycerol lipase-beta (Homo sapiens), Q8NCG7; HEK293T DAGLB membrane lysate, EnzChek fluorogenic substrate; inhibition, % at 5.17 µM; hit rate 0.059% among 340,000; AID 504411, 2011; in the data active = inhibition above about 34%;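 also: 0% = enzyme with vehicle and 100% = wells lacking enzyme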
Cardiac RTF inh = cardiac RTF calcium sensitivity inhibitors, primary screen, biochemical, IANBD-TnC fluorescence, EC70 calcium; Troponin I, cardiac muscle (Homo sapiens) + Troponin T, cardiac muscle (Homo sapiens) + …; IANBD-labeled cardiac RTF, Ca2+ fluorescence; inhibition, % at 7.15 µM; hit rate 0.12% among 340,000;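 active = inhibition above the mean inhibition of all tested compounds plus 3 SD, cut at about 17% in these data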;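 also: assay run at fixed EC70 calcium of 1.6 mM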
PKA-R2B act = activators of PKA-R2B holoenzyme, primary screen, biochemical, fluorescence polarization, Cy5-IP20, human. PKA-R2B holoenzyme dissociation; R2B truncated from residue 108, S112A mutant; 0% DMSO only, 100% 113 µM cGMP. activation, % at 11.4 µM. hit rate 0.079% among 340,000. AID 504700, 2011;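 active = activation above a cutoff set at the mean over all compounds plus 3 SD, cut at about 18% in these data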;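 also: higher means more holoenzyme dissociation and a rise in polarization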
Target sequence (P31323 whole entry, looked up, other chains not shown, the tested form may be a part): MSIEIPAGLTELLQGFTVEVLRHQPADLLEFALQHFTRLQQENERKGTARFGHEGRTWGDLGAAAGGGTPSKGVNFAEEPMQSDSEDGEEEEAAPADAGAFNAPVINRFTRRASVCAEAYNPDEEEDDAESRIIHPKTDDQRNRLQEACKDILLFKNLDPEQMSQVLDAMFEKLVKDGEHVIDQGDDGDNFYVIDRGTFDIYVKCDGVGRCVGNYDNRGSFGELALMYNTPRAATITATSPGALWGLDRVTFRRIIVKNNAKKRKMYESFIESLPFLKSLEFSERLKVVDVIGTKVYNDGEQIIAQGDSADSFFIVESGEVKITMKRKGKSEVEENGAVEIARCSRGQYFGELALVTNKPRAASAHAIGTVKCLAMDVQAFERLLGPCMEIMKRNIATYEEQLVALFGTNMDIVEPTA
C-LANA FP = inhibitors of KSHV C-LANA binding to DNA, primary screen, biochemical, fluorescence polarization, FAM-LBS DNA, MBP-C-LANA, single point | hit rate 0.078% among 340,000 | inhibition, % at 9 µM;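 active = highest replicate inhibition at or above 60% at 9 µM, even if other replicates fall short; inactive = all replicates below 60% inhibition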;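 also: 0% = neutral control wells and 100% = 4 µM acridine orange control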
NSD2 HMT inh = NSD2 histone methyltransferase inhibitors, primary screen, biochemical, AlphaScreen, single concentration, set 2; NSD2 peptide methylation, 120 min; inhibition, % at 12.5 µM; hit rate 0.54% among 310,000; AID 743445, 2014; in the data active = inhibition above about 50%
Keap1 Nrf2 FP = Keap1-Nrf2 protein-protein interaction inhibitors, primary screen, biochemical, fluorescence polarization, single point | Kelch-like ECH-associated protein 1 (Homo sapiens), Q14145 | Keap1 Kelch-Nrf2 peptide fluorescence polarization, 1536-well | inhibition, % at 9.4 µM | hit rate 0.15% among 340,000; in the data active = inhibition above about 12%;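 also: human Keap1 Kelch domain with fluorescein labeled Nrf2 9mer peptide probe; 0% = neutral control wells and 100% = peptide positive control; higher means more block of Keap1 binding to Nrf2 peptide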
Arr AP2 block = inhibitors of beta-arrestin/AP2 binding, primary screen, biochemical, GPCR trafficking, flow cytometry; inhibition, % at 10 µM; AID 504490, 2011; beta-arrestin 1 C-terminal peptide binding to AP2 beta2-adaptin appendage (human); hit rate 0.31% among 340,000; FITC-arrestin peptide / GST-AP2 beads; AP2 beta2 appendage carries R879A mutation;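 active = inhibition above a set limit, near 3 SD of compounds lacking own fluorescence, cut at about 54% in these data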;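 also: plate controls were DMSO wells for no effect and 5 µM unlabelled arrestin peptide for full effect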
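system = GST-tagged AP2 beta2-adaptin appendage (R879A) on 4 µm glutathione beads | reagent = FITC-labelled arrestin peptide probe, 50 nM final | schedule = compound with beads 12 min RT, then probe 1 h RT | signal = HyperCyt-sampled flow cytometry, FL1 channel, ex 488/em 535 nm | read-out = percent response from loss of bead-bound FITC fluorescence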
Numbers without * were called inactive; nt = no result given.

no.	canonical_smiles	DAGLB inhibitor	SR-BI DiI-HDL act	Arr AP2 block	C-LANA FP	PvdQ acylase	NSD2 HMT inh	Keap1 Nrf2 FP	SR-BI HDL uptake	PKA-R2B act	Cardiac RTF inh
1	COC(=O)c1cc(=O)n(Cc2cccs2)c(=NCc2cccs2)s1	0	11	9	0.0	-13	-1	-1	-11	13	4
2	Cc1ccc(OCCCn2ccnc2)cc1C	-1	10	13	2.1	-7	6	-1	-10	-18	1
3	O=c1[nH]ncc(N/N=C\c2cccnc2)c1Cl	-1	19	-2	4.8	-13	3	-1	-19	-7	2
4	COc1ccc(OC)c(-c2nc(C(=O)NCC3CCCO3)cc3c2[nH]c2ccccc23)c1 (centres undefined)	-1	-50	3	0.1	-6	nt	0	50	-4	-4
5	CCOC(=O)CC(=O)CSc1nnc(Cn2c(=O)sc3ccccc32)n1C	2	1	1	-0.5	0	0	-7	-1	5	6
6	Cc1ccc(NC(=O)C(C)OC(=O)CSc2ccccc2)cc1 (centres undefined)	-3	12	12	0.9	9	8	0	-12	6	-1
7	Cc1ccc2c(c1)N(CC(=O)N1CCCCCC1)C(=O)c1cccnc1O2	-2	7	-7	0.0	-16	8	1	-7	-7	2
8	Nc1nc(C(F)(F)F)cc(=O)n1N	-2	14	2	-0.4	-2	50	-4	-14	-5	-10
9	CCOc1ccc(/C=C2\C(=O)c3ccccc3OC2c2ccccc2)cc1 (centres undefined)	-9	-17	-1	-4.3	4	-3	0	17	-4	2
10	NC(=O)c1c(NC(=O)CSc2nc(N)cc(=O)[nH]2)sc2c1CCCC2	3	nt	-4	-0.8	-13	17	-7	nt	4	-12
11	Cc1onc(-c2ccccc2)c1C(=O)NCCCc1ccccc1	-1	6	29	1.4	5	0	-2	-6	7	9
12	COc1cc2[nH]c3c(=O)n(CCN4CCCCC4)cnc3c2cc1OC	1	-8	-4	-4.4	9	4	-3	8	-11	3
13	CC(C(=O)NC1CCCCC1)N1C(=O)C2C3C=CC(C3)C2C1=O (centres undefined)	2	21	-6	0.9	-12	0	2	-21	-2	-4
14	CN(C)c1cc(-c2ccccc2)nc(N)n1	-1	-1	-4	0.7	-7	nt	-5	1	-5	-3
15	COc1ccc(CCN=C(C)c2cc(C)c(C)cc2O)cc1OC	0	0	5	-1.8	-17	0	4	0	0	-8
16	O=C(NCN1CCN(c2ccccc2F)CC1)c1cccnc1	0	-11	3	0.0	-17	-1	-2	11	-7	-7
17	CCOc1ccc(N(CC(=O)NC2CCCC2)C(=O)CCC(=O)Nc2nccs2)cc1	1	1	5	0.7	-6	-1	-3	-1	4	-2
18	C=CCn1c(SCC(=O)Nc2ccc3c(c2)CCC3)nnc1-c1cccs1	-13	-25	15	-2.8	-14	-3	0	25	-3	-7
19	Cc1cc(C)nc(N2CCC(C(=O)NC3CC3)CC2)n1	-3	-6	0	1.0	0	-3	-5	6	-7	10
20	COc1ccc(N(C(=O)c2ccncc2)S(=O)(=O)c2ccc(Cl)cc2)cc1	3	7	17	-0.2	-8	nt	0	-7	1	-5
21	CC(C)(C)C1(O)CC(C(F)(F)F)=NN1C(=O)Cc1ccc([N+](=O)[O-])cc1 (centres undefined)	-1	-8	-5	-1.1	0	0	-2	8	7	-1
22	C[C@@H](CN1C(=O)C(=O)NC[C@@H]1C)NC(=O)CC12CC3CC(CC(C3)C1)C2	-3	6	25	-3.0	3	nt	-3	-6	-8	0
23	Cn1c(SCc2cccc([N+](=O)[O-])c2)nc2ccccc2c1=O	-8	-11	-4	-0.4	8	nt	0	11	-8	0
24	COc1ccc2nc3ccccc3nc2c1NC(=O)c1ccc(Cl)cc1	1	-8	-25	0.9	-10	-1	1	8	3	-10
25	Cc1ccc2c(=O)c(CN3CCCCCC3)c(C)[nH]c2c1C	0	6	-3	-20	-11	3	-7	-6	-1	-12

Full records from above:
Listed for Cc1ccc(OCCCn2ccnc2)cc1C : DAGLB inhibitor: -1; SR-BI DiI-HDL act: 10; Arr AP2 block: 13; C-LANA FP: 2.1; PvdQ acylase: -7; NSD2 HMT inh: 6; Keap1 Nrf2 FP: -1; SR-BI HDL uptake: -10; PKA-R2B act: -18; Cardiac RTF inh: 1
Listed for Cc1ccc2c(c1)N(CC(=O)N1CCCCCC1)C(=O)c1cccnc1O2 : DAGLB inhibitor: -2; SR-BI DiI-HDL act: 7; Arr AP2 block: -7; C-LANA FP: 0.0; PvdQ acylase: -16; NSD2 HMT inh: 8; Keap1 Nrf2 FP: 1; SR-BI HDL uptake: -7; PKA-R2B act: -7; Cardiac RTF inh: 2

Next records:
no.	canonical_smiles	DAGLB inhibitor	SR-BI DiI-HDL act	Arr AP2 block	C-LANA FP	PvdQ acylase	NSD2 HMT inh	Keap1 Nrf2 FP	SR-BI HDL uptake	PKA-R2B act	Cardiac RTF inh
26	O=C(Nc1ccc(F)cc1)c1ccc2c(=O)n(CC3CCCO3)c(=S)[nH]c2c1 (centres undefined)	1	-66	3	0.4	-21	-1	-8	66	-1	-6
27	CSc1ncccc1C(=O)OCC(=O)Nc1nc(C)c(Cl)cc1Cl	0	9	13	1.7	7	40	-1	-9	-7	1
28	NS(=O)(=O)c1ccc(NC(=O)/C=C/c2ccc3c(c2)OCO3)cc1	1	-29	-12	0.2	-12	-1	-1	29	1	-4
29	O=C(Nc1ccc(Oc2ccccc2)nc1)C1CCCCN1Cc1ccc(OCCO)cc1 (centres undefined)	-5	-13	31	-0.5	2	1	-6	13	0	-4
30	COc1ccc(CNC(=O)COC(=O)CC2CCCC2)cc1	1	52	-12	0.9	-11	-1	-4	-52	9	-3
31	O=C1OC(c2ccco2)=N/C1=C\c1ccc(-c2cccc(C(F)(F)F)c2)o1	5	21	4	-1.2	-4	nt	-10	-21	-8	-11
32	O=C1C2C3C=CC(C3)C2C(=O)N1CCN1CCN(S(=O)(=O)c2ccc3ccccc3c2)CC1 (centres undefined)	-1	-19	2	0.0	-3	8	-6	19	0	-3
33	Cc1cc(C)nc(/N=C(\N)Nc2ccc(S(=O)(=O)O)cc2)n1	nt	20	-17	2.2	-12	0	-2	-20	nt	nt
34	CC(C)CC(=O)NCc1ccc2[nH]c3c(c2c1)CCCC3	1	-15	36	1.1	5	1	3	15	10	-1
35	COc1cccc(CN(CC(=O)NCC2CCCO2)C(=O)CNS(=O)(=O)c2ccccc2)c1 (centres undefined)	-1	45	3	-1.4	7	-1	-4	-45	-11	-1
36	CC1=CC(=O)N(c2cccc(C(F)(F)F)c2)C1c1ccc(Cl)cc1 (centres undefined)	-6	6	-1	-0.8	-8	-4	1	-6	-14	-1
37	CCCCN(CCCC)CCNC(=O)c1cn(C)c2ccc(S(=O)(=O)N(C)C3CCCCC3)cc2c1=O	0	24	8	-1.0	-2	-1	-5	-24	0	-11
38	Clc1ccc(-c2nnc(-c3ccccc3)nc2-c2c[nH]c3ccccc23)cc1	2	-33	9	-1.5	-13	0	-4	33	1	-10
39	COC(=O)c1ccnc(SCC(=O)c2ccccc2)c1	-5	2	1	-0.8	-12	-5	-4	-2	-2	1
40	O=C1CCC(C(=O)N2CCCCCCC2)CN1Cc1cccc(C(F)(F)F)c1 (centres undefined)	5	nt	52	-0.6	-11	-1	5	-60	3	-5
41	CCCC(OC(=O)CN1C(=O)COc2ccccc21)C(=O)NC1CCCC1 (centres undefined)	3	15	0	-0.5	-4	-2	1	-15	5	-3
42	Cn1cc([N+](=O)[O-])c(C(=O)NCc2ccccc2)n1	1	22	-4	0.4	-20	-2	-2	-22	-5	-4
43	COc1cccc(-c2csc(N3CCN(CC(=O)NNC(=O)c4ccc(Cl)cc4)CC3)n2)c1	-3	-43	7	-0.2	10	-1	0	43	-6	-5
44	O=C(NCCc1ccccc1Cl)c1ccc2nc3ccccc3c(=O)n2c1	-1	-6	12	-3.6	7	-4	-9	6	-11	-9
45	Nc1nn(-c2ccccc2)nc1C(=O)OCc1ccccc1F	-15	26	-3	0.2	-2	nt	-4	-26	-1	2
46	Cc1cccc2nc3ccccc3cc12	-3	2	-10	-1.4	-13	-1	-4	-2	-9	-8
47	CCOc1ccc(N2C(=O)c3ccccc3C2=O)cc1	-1	1	2	1.0	4	-3	2	-1	-5	-4
48	S=c1[nH]nc(C2CC2c2ccc(Cl)cc2)n1-c1ccc(Cl)cc1 (centres undefined)	-1	12	8	1.2	6	10	-4	-12	-7	-7
49	COCCNC(=O)CC(=O)N/N=C/c1cccc(C(=O)OC)c1	-2	9	11	1.4	-11	nt	-5	-9	-4	-9
50	CC(=O)c1ccc(NC(=S)NNC(=O)c2ccccc2[N+](=O)[O-])cc1	2	15	51	0.7	8	-3	-1	-15	4	0
51	CCOC(=O)c1c(CN(C)C)n(-c2ccccc2)c2cc(Br)c(O)cc12	-2	-6	-17	-1.6	-18	-3	-5	6	-11	-2
52	CCCOC(=O)c1[nH]c2c(c1C)C(=O)CC(c1cccs1)C2 (centres undefined)	-3	-59	8	-0.1	-8	-2	-3	59	0	-9
